SMN2 splice up = increases expression of the SMN2 splice variant | Potency, µM (titrated, usually from 46.1 µM), inactives show at the highest dose activity change, positive = activation, most hits filed as activators | 2.8% of 210,000 active | HEK293 SMN2-luciferase splicing reporter, luminescence, 30-36 h | AID 1458; note: % of control where 0% means no effect; nearly all actives have a fitted effect of over 55% in size
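HEK293 cells carry an SMN2 minigene-luciferase reporter in which exon 7 inclusion puts luciferase in frame. Cells were seeded at 2000 cells/well, attached for 10-12 hours, then exposed to compounds for 30-36 hours at 37C before ONE-Glo luminescence.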
LMNA splice mod = modulators of lamin A splicing; 0.01% of 200,000 active; Potency, µM (highest dose often 46.1 µM), inactives show at the highest dose ratio change, negative = inhibition, most hits filed as inhibitors; HeLa LMNA splicing GFP/RFP minigene ratio, 48 h; active = well fitted inhibition curve with a large enough effect in the signal ratio, with a control signal flat, not every such curve was filed as active; inconclusive = small, poorly fitted or top-dose-only effect, or effect the other way, or a change in a side signal; the % refers to the signal ratio; note: % is set by controls: 0 for no effect and ±100 for the full control effect
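Read-out is the ratio of GFP to DsRed2 object intensity, acquired by 488 nm laser-scanning cytometry on HeLa lamin A-EGFP minigene reporter cells. Compound incubation 48 hrs at 37 °C in Opti-MEM with 2% FBS; DMSO 0.5% final.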
Tau ThT inhib = tau fibrillization inhibition (ThT binding); P10636; recombinant tau K18 P301L (four-repeat tau fragment), heparin-induced fibrillization, ThT fluorescence; Potency, µM (top dose mostly 57.4 µM), for the others: top-dose activity, negative = inhibition, most hits filed as inhibitors; 2.1% of 270,000 active; AID 1460; note: % is set by controls: 0 for no effect and ±100 for the full control effect; nearly all actives have a fitted effect of over 55% in size
Target sequence (P10636 561-689 P618L limits assumed): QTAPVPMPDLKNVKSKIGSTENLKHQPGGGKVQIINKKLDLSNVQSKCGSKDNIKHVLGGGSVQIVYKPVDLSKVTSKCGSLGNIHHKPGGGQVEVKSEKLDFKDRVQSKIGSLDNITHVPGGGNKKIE
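Recombinant human tau K18 fragment […] carrying P301L, 15 uM unlabeled plus 0.24 uM Alexa 594-labeled, was fibrillized with 20 uM heparin in 100 mM sodium acetate pH 7 for 6 hr at 37 C; 30 uM ThT fluorescence read after 1 hr.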
* = called active by the depositor; ? = inconclusive; · = not tested or not shown; [ ] = remark or other dose. Unless noted, calls come from the whole dose curve; as a rule, active = well fitted curve in the direction sought with a large enough effect; inconclusive = small, poorly fitted or top-dose-only effect, or another doubt; inactive = no such curve, though single readings can be large; an effect the other way counts as inactive or inconclusive. Potency is the fitted concentration of half-maximal effect. Not all compounds are listed, so the mix of outcomes need not match the whole.

The first six records (preview)
SMILES | SMN2 splice up | LMNA splice mod | Tau ThT inhib
Cc1cc(C)cc(Oc2coc3c(CN4CCN(C)CC4)c(O)ccc3c2=O)c1 | -10% | · | ?
CCOc1ccccc1NC(=O)N1c2ccccc2Sc2ccccc21 | ? | · | ?
CCN1CCSc2ccc(C(=O)NCc3ccc(F)cc3)cc21 | -12% | · | -13%
CCC(C(=O)Nc1ccc(C(C)=O)cc1)n1c(C)c2cnn(-c3ccccc3)c(=O)c2c1C (stereo not drawn) | 15% | · | -5%
COC(=O)CSc1nc2sc3c(c2c(=O)n1-c1ccccc1)C(C)CCC3 (stereo not drawn) | -7% | · | -3%
CCCCCOC(=O)c1ccc(Nc2nc(C(=O)OCC)nc3ccccc23)cc1 | -2% | · | -8%

This part in full, from the start:
SMILES | SMN2 splice up | LMNA splice mod | Tau ThT inhib
Cc1cc(C)cc(Oc2coc3c(CN4CCN(C)CC4)c(O)ccc3c2=O)c1 | -10% | · | ?
CCOc1ccccc1NC(=O)N1c2ccccc2Sc2ccccc21 | ? | · | ?
CCN1CCSc2ccc(C(=O)NCc3ccc(F)cc3)cc21 | -12% | · | -13%
CCC(C(=O)Nc1ccc(C(C)=O)cc1)n1c(C)c2cnn(-c3ccccc3)c(=O)c2c1C (stereo not drawn) | 15% | · | -5%
COC(=O)CSc1nc2sc3c(c2c(=O)n1-c1ccccc1)C(C)CCC3 (stereo not drawn) | -7% | · | -3%
CCCCCOC(=O)c1ccc(Nc2nc(C(=O)OCC)nc3ccccc23)cc1 | -2% | · | -8%
Cc1ccc(NC(=O)Cn2ncn3c(cc4ccccc43)c2=O)c(C)c1 | -6% | · | -12%
CCOC(=O)c1cc2c(=O)n3ccccc3nc2n(CCCOC)c1=NC(=O)C(C)(C)Oc1ccc(Cl)cc1 | 9% | · | -13%
CCCOc1ccc(CNC(=O)C2CCCN(c3nc4c(C)cc(C)cc4s3)C2)cc1 (stereo not drawn) | 3% | · | -13%
Cc1ccc(S(=O)(=O)NCc2nc(-c3cccc(C)c3)no2)cc1 | -2% | · | -11%
COc1ccccc1NC(=O)C1=C(C)Nc2nc(SCc3ccccc3C)nn2C1CC(C)C (stereo not drawn) | -9% | · | -10%
CC(NC(=O)c1ccccc1)c1nc2ccccc2n1Cc1ccc(Cl)cc1 (stereo not drawn) | 8% | · | -12%
Cc1cc(C)cc(NC(=O)Cn2nnc(C(=O)NCc3ccco3)c2N)c1 | -10% | · | ?
Nc1nn(-c2ccccc2)nc1C(=O)OCc1c(F)cccc1Cl | 7% | · | -9%
CCOc1cc(C#N)c(NC(=O)c2ccc(OC)c(S(=O)(=O)N3CCCC3)c2)cc1OCC | -6% | · | -7%
Cc1ccc(CNC(=O)c2ccc3c(c2)N(Cc2cccc(C)c2)C(=O)CS3)cc1 | 0% | · | 12%
CCOc1ccc(NC(=O)Cn2cc(C(=O)c3ccc(CC)cc3)c(=O)c3cc(OC)c(OC)cc32)cc1 | -14% | · | ?
Cc1cccc(N2CCN(S(=O)(=O)c3cc(Br)cc4c3N(C(=O)C3CC3)CC4)CC2C)c1 (stereo not drawn) | -7% | · | -1%
O=S(=O)(c1ccccc1)c1nc(-c2ccccc2F)oc1N1CCOCC1 | 1% | · | -1%
O=C(NCc1ccccc1Cl)C1CCCN(C(=O)c2cnn(-c3ccccc3)c2-n2cccc2)C1 (stereo not drawn) | -17% | · | -16%
COc1cc(C(=O)N(Cc2ccc(N(C)C)cc2)CC2CCCO2)cc(OC)c1OC (stereo not drawn) | -6% | · | 3%
CC(=O)Nc1ccccc1OCc1cc(=O)n2c(C)csc2n1 | -10% | · | -10%
COc1ccc(CCNC(=O)c2cc3c(=O)n(C)c4cc(Cl)ccc4c3s2)cc1OC | 5% | · | -8%
CCOc1ccc(NC(=O)CCCc2nc(-c3cccc(OC)c3)no2)cc1 | -6% | · | ?
CC1CCCCN1Cc1c(O)ccc2c(=O)c(-c3ccccc3Cl)c(C(F)(F)F)oc12 (stereo not drawn) | -13% | · | -3%
CC(C)Sc1ncc(Cl)c(C(=O)Nc2c(C(=O)Nc3ccccc3)oc3ccccc23)n1 | 4% | · | 7%
CCOC(=O)c1sc(N2C(=O)c3oc4ccccc4c(=O)c3C2c2ccc(C(C)(C)C)cc2)nc1C (stereo not drawn) | -3% | · | -9%
COc1cccc(NS(=O)(=O)c2ccc3[nH]cc(C(=O)NC(C)c4ccccc4)c(=O)c3c2)c1 (stereo not drawn) | -91%[inhibitor] | · | 11%
O=C(c1ccc2c(c1)N(Cc1ccccc1F)C(=O)c1ccccc1S2(=O)=O)N1CCOCC1 | 9% | · | -11%
COc1ccc(OC)c(NC(=O)c2cc3cc4ccc(C)cc4nc3s2)c1 | 6% | · | ?
COc1ccc(OC)c(-c2cc(C(=O)Nc3ccc(C)c(C)c3)no2)c1 | -18% | · | -14%
COc1ccc(CCNC(=O)Cc2c(C)c3c(cc(C)c4c(C)coc43)oc2=O)cc1 | 10% | · | 9%
CC(C)Oc1ccc(C(=O)Nc2ccc3oc(-c4ccncc4)nc3c2)cc1 | 7% | · | -19%
O=C(NCc1ccccc1Cl)c1cc(=O)[nH]c2ccc(S(=O)(=O)N3CCCCC3)cc12 | -5% | · | 8%
CCCN(C(=O)c1cc2c(=O)oc3ccccc3c2s1)c1cccc(Cl)c1 | 5% | · | -4%
COc1ccc2cc3cc(C(=O)Nc4ccccc4C)oc3nc2c1 | 11% | · | ?
COc1ccccc1C(=O)Nc1c(C(=O)N(C)c2ccccc2)sc2nc(C)cc(C)c12 | 6% | · | -10%
CCC(=O)N1CCc2cc(OC)c(OC)cc2C1COc1ccc2c(C)cc(=O)oc2c1 (stereo not drawn) | 4% | · | 1%
CCOC(=O)c1ccc(NC(=O)c2cn(-c3ccccc3)nc2-c2ccc(C)cc2)cc1 | 8% | · | -13%
Cc1ccc(-c2nc(CS(=O)CC(=O)NCc3ccccc3Cl)c(C)o2)cc1 (stereo not drawn) | -2% | · | -16%
COc1ccc(-c2coc3c2c(C)cc2oc(=O)c(CC(=O)O)c(C)c23)cc1 | 16% | · | ?
Cc1ccc(CNC(=O)C2CCN(S(=O)(=O)c3cccc4nonc34)CC2)cc1 | -8% | · | -2%
CCc1nc(SCC(=O)Nc2ccc(NC(C)=O)cc2)n[nH]1 | -6% | · | 1%
Cc1ccc(CNC(=O)CCCCn2c(=O)c3ccccc3n(Cc3ccc(Cl)cc3)c2=O)cc1 | -3% | · | -7%
CC1CCN(S(=O)(=O)c2ccc3c(c2)CCN3C(=O)Nc2ccc(Br)cc2)CC1 | -5% | · | ?
O=C(CCCn1c(=O)[nH]c2ccc(Br)cc2c1=O)N1CCN(c2cccc(Cl)c2)CC1 | 1% | · | ?
CCC(=O)N1CCc2cc(S(=O)(=O)N(C)c3cccc(C)c3)ccc21 | 8% | · | 2%
COc1cccc(-c2ccc3c(N)c(C(=O)Nc4ccc(C)c(F)c4)sc3n2)c1 | ? | · | ?
CCc1ccc(C2CC(=O)c3c([nH]c(C(=O)OCc4ccc(C)cc4)c3C)C2)cc1 (stereo not drawn) | 6% | · | -5%
CCOC(=O)c1c(NC(=O)/C=C/c2ccc(C)cc2)sc2c1CCCC2 | -7% | · | -4%

(continued)
SMILES | SMN2 splice up | LMNA splice mod | Tau ThT inhib
CCOc1ccc2nc(N3CCCC(C(=O)NCCc4ccc(SC)cc4)C3)sc2c1 (stereo not drawn) | 20µM* | · | -12%
Cc1ccc(NC(=O)Cn2cc(C(=O)c3cccs3)c3ccccc32)cc1C | ? | · | ?
CCN(CC)CCCNC(=O)c1ccc2nc(N3CCCCC3)sc2c1 | 29% | · | 9%
CCc1ccccc1NC(=O)Cn1nc(-c2cc(C)ccc2C)c2c(c1=O)CCCC2 | 2% | · | -15%
CCC(CC)c1nn2c(=O)cc(COc3ccc(NC(=O)c4ccc(C)cc4)cc3)nc2s1 | 7% | · | ?
CC1CCCCN1CCCNC(=O)Cn1ncc2c3ccccc3n(Cc3ccccc3F)c2c1=O (stereo not drawn) | 1% | · | -2%
O=C(CCS(=O)(=O)c1nc(-c2cccs2)cc(C(F)(F)F)n1)Nc1ccc(Br)cc1 | 8% | · | 1%
O=C(Cn1c(=O)n(-c2ccccc2)c(=O)c2c3c(sc21)CCCC3)Nc1ccccc1 | 2% | · | ?
Cc1ccc(NC(=O)Cn2c(=O)n(-c3ccc(C)cc3)c(=O)c3c2cnn3C)cc1 | 7% | · | -1%
CC(C)OCCCN1C(=O)c2[nH]nc(-c3ccccc3O)c2C1c1ccccc1F (stereo not drawn) | -5% | · | -1%
NC(=O)C1(N2CCCCC2)CCN(C(=O)Nc2ccc(Cl)c(Cl)c2)CC1 | -1% | · | -11%
Cc1cccc(Cn2c(=O)n3nc(-c4ccccc4)nc3c3ccccc32)c1 | 0% | · | -6%
CCc1nn(CCCC(=O)NCc2cc(Br)ccc2OC)c(=O)c2cc3occc3n12 | -5% | · | -16%
COc1ccc(OCC(=O)Nc2cc(-c3nc4ccccc4o3)ccc2Cl)cc1 | 14% | · | -1%
CC(C)(C)C1CCc2c(sc3nnn(CCOc4ccccc4)c(=O)c23)C1 (stereo not drawn) | -21% | · | ?
Nc1c(C(=O)Nc2ccc(C(F)(F)F)cc2)sc2nc(-c3cccs3)ccc12 | -5% | · | -19%
Cc1ccc(OCCCC(=O)Nc2sc3c(c2C(N)=O)CCCC3)cc1 | -18% | · | ?
Cc1ccccc1-c1nnc(SCC(=O)N2CCCCC2)o1 | ? | · | -11%
Cc1ccc(Nc2c(-c3ccc(N4CCOCC4)cc3)nc3ccc(Cl)cn23)cc1 | -3% | · | -18%
CCCc1cc(=O)[nH]c(Nc2ccc(C(=O)O)cc2)n1 | 11% | · | -9%
Cc1ccc(C2CC(=O)n3nc(-c4ccc(Cl)cc4)nc3S2)cc1 (stereo not drawn) | -7% | · | -14%
CCOc1ccccc1NC(=O)CSc1nc2cc(OC)c(OC)cc2c2nc(-c3ccccc3)nn12 | 7% | · | 1%
CCOc1ccc(S(=O)(=O)N(CC(=O)NCCSCc2ccccc2)c2ccccc2)cc1 | 4% | · | -1%
CCOc1ccc(/C=C/c2nc(C#N)c(NCc3ccc(OC)cc3)o2)cc1 | 2% | · | -10%
CC(NC(=O)c1cc(-c2ccc(Cl)cc2)on1)c1ccccc1 (stereo not drawn) | 6% | · | 0%
COc1ccc(Br)cc1CNCc1c(C(=O)O)c(C)n(Cc2ccccc2C)c1C | -3% | · | -10%
Cc1ccc(C(c2sc3nc(-c4ccco4)nn3c2O)N2CCC3(CC2)OCCO3)cc1 (stereo not drawn) | · | 3%[46 µM] | -15%

Shown as a markdown table: entries from further up.
| mol | SMN2 splice up | LMNA splice mod | Tau ThT inhib |
| --- | --- | --- | --- |
| CCOc1ccc(S(=O)(=O)N(CC(=O)NCCSCc2ccccc2)c2ccccc2)cc1 | 4% | · | -1% |
| Cc1ccc(C2CC(=O)n3nc(-c4ccc(Cl)cc4)nc3S2)cc1 (stereo not drawn) | -7% | · | -14% |
| CCOc1ccc(/C=C/c2nc(C#N)c(NCc3ccc(OC)cc3)o2)cc1 | 2% | · | -10% |

Screens deposited in PubChem BioAssay by National Center for Advancing Translational Sciences (NCATS).
